# Screening results from PubChem BioAssay.
# D2 antag – HTS Assay for Allosteric Antagonists of the Human D2 Dopamine Receptor: Primary Screen for Antagonists; D(2) dopamine receptor (Homo sapiens), P14416; HEK293 TREx D2 cells, calcium flux, dopamine EC80; inhibition, % at 10 µM; 2% of 340,000 active; AID 485344, 2010; in the data active means inhibition above about 30%; further: 0% is about no effect
# Target sequence (P14416 whole entry, looked up): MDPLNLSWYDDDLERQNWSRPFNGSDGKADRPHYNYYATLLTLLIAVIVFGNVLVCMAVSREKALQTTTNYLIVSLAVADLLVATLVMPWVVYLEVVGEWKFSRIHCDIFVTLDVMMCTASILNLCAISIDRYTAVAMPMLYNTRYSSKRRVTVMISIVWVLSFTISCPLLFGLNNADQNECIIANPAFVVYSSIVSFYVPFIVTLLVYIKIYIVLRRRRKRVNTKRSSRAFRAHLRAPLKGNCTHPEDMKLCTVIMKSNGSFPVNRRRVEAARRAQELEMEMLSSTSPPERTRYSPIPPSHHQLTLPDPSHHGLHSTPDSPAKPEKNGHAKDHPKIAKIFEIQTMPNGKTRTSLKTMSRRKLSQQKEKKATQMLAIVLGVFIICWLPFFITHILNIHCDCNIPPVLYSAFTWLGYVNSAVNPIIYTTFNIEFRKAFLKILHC
#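 Overnight-induced (tetracycline, 30 C) HEK293 T-REx cells carrying force-coupled D2 receive a no-wash calcium dye, then compound, then EC80 dopamine at 180 s; signals are read kinetically throughout.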
# RXFP1 agonist – qHTS Assay for Agonists of the Relaxin Receptor RXFP1. 0.3% of 370,000 active. Potency, µM (doses to about 57.5 µM), inactives show at the top dose activation, most hits filed as activators. HEK293T-RXFP1 cAMP TR-FRET, 30 min; response scale: percent of porcine relaxin response, buffer zero. Relaxin receptor 1 (Homo sapiens), Q9HBX9; active means well fitted activation curve with a large enough effect; inconclusive means small, poorly fitted or top-dose-only effect; further: potency means the concentration at half of the fitted maximal effect; on the % scale 0 is the no-effect control and ±100 the full control effect; nearly all actives have a fitted effect of over 60% in size; many of its hits are not listed in these tables
#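 HEK293T cells stably expressing RXFP1 were pretreated with the PDE4 inhibitor Ro 20174, exposed to compounds for 30 min at 37C, lysed, and cAMP was read by TR-FRET. Data normalized to buffer (basal) and 29 nM porcine relaxin (100%).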
# TRHR PAM – qHTS for Small Molecule Agonists and Allosteric Enhancers of Human TRH Receptor: Primary Screen for Enhancers; Thyrotropin-releasing hormone receptor (Homo sapiens), P34981; TRHR cells, fluo-8 calcium fluorescence, EC20 TRH enhancement; enhancement, % at 2 µM; 0.66% of 360,000 active; AID 493056, 2011; in the data active means enhancement above about 30%; further: 0% is about no effect
#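 TRHR-expressing cells loaded with fluo-8 calcium dye were read kinetically (ex 480/em 530) during compound addition, then stimulated with an EC20 of TRH (10 nM final). Enhancement of the Gq-mediated intracellular calcium response was scored.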
# D1 potentiator – Potentiators of Human D1 Dopamine Receptor: qHTS; D(1A) dopamine receptor (Homo sapiens), P21728; HEK293 TREx D1 cells, calcium flux, dopamine EC20 potentiation; potentiation, % at 10 µM; 0.036% of 360,000 active; AID 504651, 2011; in the data active means potentiation above about 30%; further: 0% is about no effect
# Target sequence (P21728 whole entry, looked up): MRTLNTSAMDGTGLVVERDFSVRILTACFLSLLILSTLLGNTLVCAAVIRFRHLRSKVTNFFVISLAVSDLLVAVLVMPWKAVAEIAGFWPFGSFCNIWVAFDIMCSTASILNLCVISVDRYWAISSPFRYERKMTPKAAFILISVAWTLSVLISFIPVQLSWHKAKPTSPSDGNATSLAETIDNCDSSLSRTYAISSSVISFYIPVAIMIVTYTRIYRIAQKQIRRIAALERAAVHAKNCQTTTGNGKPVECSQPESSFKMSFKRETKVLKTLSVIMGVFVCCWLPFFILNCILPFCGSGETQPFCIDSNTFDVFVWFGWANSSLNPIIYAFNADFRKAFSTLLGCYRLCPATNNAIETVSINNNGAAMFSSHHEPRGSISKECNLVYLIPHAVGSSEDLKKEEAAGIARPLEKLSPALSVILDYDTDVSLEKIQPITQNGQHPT
# RXFP1 antagonist – qHTS Assay for Antagonists of the Relaxin Receptor RXFP1 | 0.59% of 350,000 active | HEK293-RXFP1, relaxin-stimulated cAMP HTRF, 30 min; stronger effect = lower value | activity change, negative = inhibition, % at 57.5 µM | Relaxin receptor 1 (Homo sapiens), Q9HBX9;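 active means activity change of -60% or lower, but not beyond a set lower limit; inconclusive means change between -60% and -40%, or beyond the set limit; inactive means change above -40%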; further: on the % scale 0 is the no-effect control and ±100 the full control effect
# D1 ag – Allosteric Agonists of the Human D1 Dopamine Receptor: qHTS; D(1A) dopamine receptor (Homo sapiens), P21728; HEK293 T-REx D1 cells, calcium flux, agonist mode; activation, % at 2 µM; 1% of 360,000 active; in the data active means activation above about 30%; further: 0% is about no effect
#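 Agonism was scored from calcium flux recorded over 180 s (1 read/s) after pintool compound addition, following a 10-cycle baseline. Cells were inducible force-coupled HEK293 TREx D1, plated overnight at 30 C and loaded with no-wash calcium dye.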
# D2 agonist – HTS Assay for Allosteric Agonists of the Human D2 Dopamine Receptor: Primary Screen for Agonists; D(2) dopamine receptor (Homo sapiens), P14416; HEK293 T-REx D2 cells, calcium flux agonist mode; activation, % at 2 µM; 0.53% of 340,000 active; AID 485358, 2010;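 active means activation over 3 SD above normal in the single-dose calcium agonist read, cut at about 30% in these data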; further: 0% is about no effect
#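 HEK293 Trex D2 cells, tetracycline-induced, o/n 30 C 5% CO2; no-wash Ca dye, RT 30–90 min; 10-cycle baseline, 23 nl cpd added, kinetic Ca read 180 s; agonist hits = positive Ca response.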
# D1 antag – Antagonist of Human D 1 Dopamine Receptor: qHTS | HEK293 TREx D1 cells, calcium flux, dopamine EC80; stronger effect = lower value | activity change, negative = inhibition, % at 10 µM | AID 504652, 2011 | 3.2% of 360,000 active; in the data active means activity change below about -30%; further: on the % scale 0 is the no-effect control and ±100 the full control effect
#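 Tetracycline-induced HEK293 T-REx cells with force-coupled D1 receptor were loaded with a no-wash calcium dye. Compound was added after a 10 s baseline and read kinetically for 180 s; EC80 dopamine was then added and calcium flux followed another 180 s.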
# D2 PAM – HTS Assay for Positive Allosteric Modulators of the Human D2 Dopamine Receptor: Primary Screen for Potentiators; potentiation, % at 10 µM; AID 485347, 2010; HEK293 T-REx D2, calcium flux, EC20 dopamine potentiation; 0.34% of 340,000 active;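 active means potentiation over 3 SD above the plate norm, cut at about 30% in these data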; further: 0% is about no effect
#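 Tetracycline-induced HEK293 T-REx cells force-coupled to calcium signalling expressed D2; compounds were pin-added after a 10 s baseline, read kinetically 180 s, then an EC20 dopamine challenge followed with a further 180 s calcium read.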
# * = called active by the depositor; ? = inconclusive; nt = no result given; & = joins results of further samples.
SMILES,D2 antag,RXFP1 agonist,TRHR PAM,D1 potentiator,RXFP1 antagonist,D1 ag,D2 agonist,D1 antag,D2 PAM
CCC(CC)N1CCN(Cc2nc3ccccc3c(=O)n2-c2ccc(F)cc2)CC1,17,4.3%,1,-10,-2,1,-0.8,-25,-2
COP(=S)(OC)SCN1C(=O)c2ccccc2C1=O,-2,2.4%,3,1,20,1,-1.7,3,2
O=C1/C(=C\c2cccnc2)N2CCC1CC2,-12,3.6%,3,-1,-1,5,1.1,13,3
Cc1nn(Cc2ccccc2Cl)c(Cl)c1C(=O)OC(C(=O)NC(N)=O)C(C)C (stereo unspecified),7,0.2%,-5,-3,-2,3,0.7,-26,-10
Cc1ccc(-c2nn3c(C)nnc3c3ccccc23)cc1S(=O)(=O)NCCO,-10,?,0&1,-5&0,-13&-2,0&-1,0.7&1.1,8&12,12&1
O=[N+]([O-])c1ccc(C2[C@H]3C(c4ccccc4)=NC4(CCCC4)N23)cc1 (stereo partly specified),-3,0.0%,-9,-10,-2,4,-0.6,-16,-9
C=CCN1C(=O)NC(=O)/C(=C/c2ccc(OCC(=O)Nc3ccc(C)cc3)cc2)C1=O,2,-4.9%,2,2,-7,7,-0.4,-15,0
COc1ccccc1-n1c(-c2ccoc2)nc2ccccc2c1=O,8,0.1%,-3,-4,1,2,-0.7,5,-10
Cc1cccc(-n2c(/C=C/c3c[nH]c4ccccc34)nc3ccccc3c2=O)c1,nt,4.5%,-9,3,nt,8,nt,-6,4
COc1cc(N2CCOCC2)ccc1/C=C1\C(=O)NC(=O)N(C2CCCCC2)C1=O,-3,2.5%,5,-2,-15,13,1.2,11,9
COc1cccc(/C=C/c2nc3ccccc3c(=O)n2-c2ccc(Cl)cc2)c1OC,nt,2.0%,0,0,-28,-2,0.9,7,17
C[C@]12CC[C@H](O)C[C@H]1CC[C@@H]1[C@@H]2CC[C@]2(C)[C@@H](C3=CC(=O)OC3)CC[C@]12O,-6,0.3%,6,0,nt,2,0.3,-17,-9
Cc1ccccc1-n1c(O)c(C(c2ccncc2)c2c(O)n(-c3ccccc3C)c(=O)[nH]c2=O)c(=O)[nH]c1=O,2&-1,0.3%&-1.0%,1&-3,1&20,-7&-25,2&1,-0.2&0.8,-19&7,-1&-2
Cc1cccc(-n2c(-c3ccco3)nc3ccccc3c2=O)n1,-1,0.2%,0,-7,3,-4,0.5,-12,6
CC1(c2ccccc2)NCCN2C(=O)CSC21 (stereo unspecified),-32,1.5%,1,-1,5,1,0.3,0,7

# Full records, looked up by structure. Order of values: D2 antag	RXFP1 agonist	TRHR PAM	D1 potentiator	RXFP1 antagonist	D1 ag	D2 agonist	D1 antag	D2 PAM
# `O=C1/C(=C\c2cccnc2)N2CCC1CC2` is listed as -12	3.6%	3	-1	-1	5	1.1	13	3
# `COc1cc(N2CCOCC2)ccc1/C=C1\C(=O)NC(=O)N(C2CCCCC2)C1=O` is listed as -3	2.5%	5	-2	-15	13	1.2	11	9

# (next part)
SMILES,D2 antag,RXFP1 agonist,TRHR PAM,D1 potentiator,RXFP1 antagonist,D1 ag,D2 agonist,D1 antag,D2 PAM
C=C(C)CN1CC[C@]23c4c5ccc(O)c4O[C@H]2c2[nH]c4ccccc4c2C[C@@]3(O)C1C5,20,1.6%,8,-4,nt,-1,-1.9,-80*,1
CC(C)(C)C(O)C(Oc1ccc(Cl)cc1)n1cncn1 (stereo unspecified),-2,0.4%,5,5,-34,0,0.4,-12,10
COc1ccc(F)cc1C(=O)C1CCCN(Cc2ccc(O)cc2)C1 (stereo unspecified),72*,0.0%,1,4,-8,4,-0.1,-2,-22
COc1cc2c(cc1OC)-c1c(OC)c(OC)cc3c1C(C2)N(C)CC3 (stereo unspecified),-4,3.0%,0,nt,nt,nt,-1.4,nt,-16
Cc1c(C(c2ccc(Br)cc2)c2c(O)c3ccccc3oc2=O)c(=O)n(-c2ccccc2)n1C (stereo unspecified),-8,4.2%&-0.8%,-5&-4,-1&1,-9&-22,-1&1,-0.3&0.2,0&-2,-3&-14
Clc1cccc(CNCCc2c[nH]c3ccccc23)c1,-23,1.1%,8,-5,-84*,2,0.7,4,-14
O=C(c1cc2c(s1)CCCCCC2)N1CCC2(CC1)OCCO2,-1,2.3%,3,-1,0,6,0.4,2,0
CC(=NCCCN1CCCCC1)c1c(O)n(Cc2ccccc2)c(=O)[nH]c1=O,-18,-0.3%,3,-3,6,2,0.9,6,-6
Cn1c(CN2CCN(C(=O)COc3ccccc3)CC2)nc2cc([N+](=O)[O-])ccc21,4,0.2%,8,5,-11,0,-1.3,6,-6
CC12CNCC(C)(CNC1)C2O (stereo unspecified),10,0.8%,-3,-3,-2,0,0.6,0,0
O=C(CN1CCCCC1)c1cccc(Br)c1,nt,0.0%,-4,-5,-7,1,nt,15,nt
Cc1ccc(P(=S)(c2ccc(C)o2)N2CCOCC2)o1,-2,1.4%,1,5,-4,1,-1.9,2,12
CC(C(=O)c1c[nH]c2ccccc12)N1CCc2ccccc2C1 (stereo unspecified),-2,1.9%,-3,-8,-1,3,0.2,2,-2
CC12CN3CCN(CC(C3)/C1=N/NC(N)=O)C2,-1,2.0%,6,-6,-2,8,0.8,1,-14
Clc1ccc(N2CCN(Cc3ccccc3Cl)CC2)cc1,2,0.1%,4,4,-30,2,-0.4,7,-1

# A second format for eleven compounds above.
Compound	D2 antag	RXFP1 agonist	TRHR PAM	D1 potentiator	RXFP1 antagonist	D1 ag	D2 agonist	D1 antag	D2 PAM
CC(C)(C)C(O)C(Oc1ccc(Cl)cc1)n1cncn1 (stereo unspecified)	-2	0.4%	5	5	-34	0	0.4	-12	10
COc1ccc(F)cc1C(=O)C1CCCN(Cc2ccc(O)cc2)C1 (stereo unspecified)	72*	0.0%	1	4	-8	4	-0.1	-2	-22
COc1cc2c(cc1OC)-c1c(OC)c(OC)cc3c1C(C2)N(C)CC3 (stereo unspecified)	-4	3.0%	0	nt	nt	nt	-1.4	nt	-16
Cc1c(C(c2ccc(Br)cc2)c2c(O)c3ccccc3oc2=O)c(=O)n(-c2ccccc2)n1C (stereo unspecified)	-8	4.2%&-0.8%	-5&-4	-1&1	-9&-22	-1&1	-0.3&0.2	0&-2	-3&-14
Clc1cccc(CNCCc2c[nH]c3ccccc23)c1	-23	1.1%	8	-5	-84*	2	0.7	4	-14
O=C(c1cc2c(s1)CCCCCC2)N1CCC2(CC1)OCCO2	-1	2.3%	3	-1	0	6	0.4	2	0
CC(=NCCCN1CCCCC1)c1c(O)n(Cc2ccccc2)c(=O)[nH]c1=O	-18	-0.3%	3	-3	6	2	0.9	6	-6
Cn1c(CN2CCN(C(=O)COc3ccccc3)CC2)nc2cc([N+](=O)[O-])ccc21	4	0.2%	8	5	-11	0	-1.3	6	-6
CC12CNCC(C)(CNC1)C2O (stereo unspecified)	10	0.8%	-3	-3	-2	0	0.6	0	0
O=C(CN1CCCCC1)c1cccc(Br)c1	nt	0.0%	-4	-5	-7	1	nt	15	nt
Cc1ccc(P(=S)(c2ccc(C)o2)N2CCOCC2)o1	-2	1.4%	1	5	-4	1	-1.9	2	12

# Continuation.
SMILES,D2 antag,RXFP1 agonist,TRHR PAM,D1 potentiator,RXFP1 antagonist,D1 ag,D2 agonist,D1 antag,D2 PAM
CCCCn1c(=O)c(C(=O)NCc2ccccc2)c(O)c2ccccc21,-7,-0.9%,3,7,-2,8,0.3,32,3
CCc1ccc(C(=O)C23CN4CN(CN(C4)C2)C3)cc1,-6,0.6%,13,0,13,1,0.1,-2,5
CC(C)NC(=O)Cn1cc(C(=O)c2ccccc2F)c2ccccc21,27,0.1%,-5,-4,-8,0,0.0,-2,11
CCOc1ccc(N=Cc2c(O)n(CCc3ccc(OC)c(OC)c3)c(=O)[nH]c2=O)cc1,-4,4.0%,0,-3,0,0,0.3,17,-4
CCOc1cccc(OCC)c2c(C)[n+](CC3CCCO3)c(C)c1-2 (stereo unspecified),nt,-0.7%,7,9,nt,-2,nt,5,-3
Cc1cc(C(=O)NP(=O)(N2CCOCC2)N2CCOCC2)c(C)n1C1CC1,nt,-0.4%,3,4,1,2,nt,-19,nt
CCCOc1ccccc1C1SCC(=O)Nc2c1c(=O)[nH]n2C(C)CCC (stereo unspecified),-3,-0.1%,-2,-1,-1,2,0.6,-3,-1
c1ccc(C2=NP(N3CCOCC3)(N3CCOCC3)=NC(N3CCOCC3)=N2)cc1,-5,1.2%,-1,-6,nt,6,0.9,-5,16
CC(=NCC1CCCO1)c1c(O)n(C2CCCCC2)c(=O)[nH]c1=O (stereo unspecified),-3,-1.8%,9,10,-1,2,0.1,-4,4
CCC1(OC(=O)CN)C(=O)OCc2c1cc1n(c2=O)Cc2cc3ccccc3nc2-1 (stereo unspecified),-5,?,18,3,-7,5,-0.9,33,7
CCCCN1C(=O)/C(=C/c2ccc(N3CCCCCC3)cc2)C(=O)NC1=S,-13,2.0%,3,19,nt,2,-0.3,1,-16
C[C@](N)(CCP(=O)(O)O)C(=O)O,-11,0.3%,-2,-1,nt,-1,-1.5,27,13
Cc1ccc(-n2c(/C=C\c3ccc(F)cc3)nc3ccccc3c2=O)cc1Cl,nt,4.1%,1,0,-28,1,-0.3,13,0
COC1CC(OC2CCC3(C)C(CCC4C3CCC3(C)C(C5=CC(=O)OC5)C(OC(C)=O)CC43O)C2)OC(C)C1OC1OC(COC2OC(CO)C(O)C(O)C2O)C(O)C(O)C1O (stereo unspecified),-19,-0.6%,-1,-6,nt,6,-0.9,2,-9
COc1cc(OC)c(OC)cc1CN1CCN(C(=O)Cc2ccccc2)CC1,-8,0.5%,29,0,7,0,0.3,-4,2
Cc1c(C(=O)N2CCC3(CC2)OCCO3)oc2ccc(S(=O)(=O)N3CCOCC3)cc12,6,0.0%,20,-1,2,1,0.9,-1,-1
Cc1nn(Cc2ccccc2)c(Cl)c1C(=O)OCC(=O)N1CCCC1,-18,1.6%,2,-4,4,3,-0.6,-5,nt
Cc1ccc(-n2c(/C=C/c3cc(Br)cs3)nc3ccccc3c2=O)cc1C,nt,-1.0%,-16,2,3,1,1.1,-5,-10
CCCCC/C(=N/O)c1c(C)[nH]c2ccccc12,-10,1.3%,-3,-3,?,6,1.6,-2,8
COc1ccc(C2NCCc3[nH]cnc32)cc1 (stereo unspecified),-9,2.6%,0,-2,-6,2,0.3,7,-11

# Only part of the results is shown; rates above refer to the full screens.
